Fh CTSL1 inh: blocks F. hepatica cathepsin L1 in PFM18AAP counter-screen | recombinant F. hepatica cathepsin L1, Z-Leu-Arg-MCA fluorescence | inhibition, % at 5.96 µM | 0.49% of 300,000 active | AID 1906;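 active = inhibition above the mean of all tested compounds plus 3 SD, set per screening campaign, cut at about 17% in these data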;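 also: 0% = plate median of test compound wells and 100% = 1 µM Z-Phe-Ala-diazomethylketone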
TPT1 inh: inhibitors of Candida albicans tRNA 2'-phosphotransferase TPT1 | 0.81% of 300,000 active | recombinant caTPT1, FP RNA substrate dephosphorylation | inhibition, % at 5 µM | AID 1962;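 active = inhibition above the mean of all tested compounds plus 3 SD, set per screening campaign, cut at about 24% in these data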;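 also: plate controls were DMSO alone for no effect and ferristatin control at 100 nM for full effect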
HCV core dimer: blocks dimerization of HCV core protein. TR-FRET GST/Flag-core106 dimerization, 1536-well. inhibition, % at 5 µM. 0.33% of 300,000 active;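 active = inhibition above the mean of all tested compounds plus 3 SD, set per screening campaign, cut at about 45% in these data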
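test system = GST/Flag-tagged HCV core106 proteins | probe or stimulus = Eu donor and XL665 acceptor anti-tag antibodies | times = compound-protein-antibody incubation 4 h at 22.5 °C | signal = TR-FRET, excitation 340 nm, emission 617 and 671 nm | measure = percent inhibition of core106 dimerization signal | controls = wells lacking GST-core106 and wells with excess unlabelled core106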
PP1 counter: counter-screen for PP5 inhibitors: inhibitors of human PP1-alpha; purified PP1alpha, OMFP fluorescence; inhibition, % at 6.7 µM; 0.9% of 320,000 active; AID 2235;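 active = inhibition above the mean inhibition of all tested compounds plus 3 SD, computed separately for each screening campaign, cut at about 15% in these data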
PAFAH2 FP inh: inhibitors of human PAFAH2; AID 492956; inhibition, % at 3.39 µM; Q99487; 0.99% of 340,000 active; recombinant PAFAH2, FP-rhodamine activity probe, fluorescence polarization;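 active = inhibition above the mean over all tested compounds plus 3 SD, cut at about 30% in these data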;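 also: inhibitors block probe labeling of enzyme so polarization drops; 0% = enzyme with DMSO and 100% = wells lacking PAFAH2 protein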
PP5 inh: PP5 (human) phosphatase inhibition. P53041. purified PP5c, OMFP substrate fluorescence. 0.18% of 320,000 active. AID 1987. inhibition, % at 6.7 µM;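 active = inhibition above the campaign's mean inhibition across all tested compounds plus 3 SD, cut at about 9.5% in these data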;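 also: 0% = DMSO only and 100% = 100 µM cantharidin control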
Target sequence (P53041 whole entry, looked up): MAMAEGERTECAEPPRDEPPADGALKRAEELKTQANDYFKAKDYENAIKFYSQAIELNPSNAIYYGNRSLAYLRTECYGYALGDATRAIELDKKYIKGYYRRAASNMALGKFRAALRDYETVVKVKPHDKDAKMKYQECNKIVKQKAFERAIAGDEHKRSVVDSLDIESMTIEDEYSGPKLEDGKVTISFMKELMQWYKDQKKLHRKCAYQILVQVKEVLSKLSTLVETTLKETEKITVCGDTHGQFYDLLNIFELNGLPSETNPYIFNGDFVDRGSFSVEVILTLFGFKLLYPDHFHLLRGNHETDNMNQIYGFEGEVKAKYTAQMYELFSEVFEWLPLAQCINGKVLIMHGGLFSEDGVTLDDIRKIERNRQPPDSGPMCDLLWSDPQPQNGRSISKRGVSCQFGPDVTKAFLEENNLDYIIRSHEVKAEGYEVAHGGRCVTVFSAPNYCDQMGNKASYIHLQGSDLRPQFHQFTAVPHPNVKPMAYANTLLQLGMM
proCasp3 act: procaspase-3 (human) activation | P42574 | recombinant procaspase-3 D3A, Ac-DEVD-pNA absorbance 405 nm | activation, % at 8.5 µM | 0.11% of 330,000 active;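 active = activation above the mean of all tested compounds plus 3 SD, cut at about 21% in these data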;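 also: 0% = DMSO alone and 100% = DMSO wells spiked with extra 5 µM PC-3 D3A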
Target sequence (P42574 whole entry D9A/D28A/D175A): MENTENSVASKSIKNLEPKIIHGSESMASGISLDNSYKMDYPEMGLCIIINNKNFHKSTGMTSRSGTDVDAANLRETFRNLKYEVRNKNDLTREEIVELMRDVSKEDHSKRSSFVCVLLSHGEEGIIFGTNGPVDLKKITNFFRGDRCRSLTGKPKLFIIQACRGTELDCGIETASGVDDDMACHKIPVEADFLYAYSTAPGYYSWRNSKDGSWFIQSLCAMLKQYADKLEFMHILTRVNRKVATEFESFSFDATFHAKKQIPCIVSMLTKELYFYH
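Assay system – Procaspase-3 D3A mutant · Benchmarks – DMSO low control, extra-enzyme high control · Technique – 405 nm absorbance of p-nitroaniline, reads at 0 and 120 min · Doses – 8.5 µM nominal · Measure – % activation between DMSO and enzyme-spiked controls · Also added – Ac-DEVD-pNA chromogenic peptide substrate · Schedule – 1 h compound preincubation, 2 h substrate hydrolysis at 25 °C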
AHR act: activators of human aryl hydrocarbon receptor; activation, % at 5 µM; 2.5% of 320,000 active; AHR-responsive luciferase reporter cells, luminescence; in the data active = activation above about 47%;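 also: 0% = vehicle wells and 100% = reference agonist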
procasp7 counter: activates human procaspase-7, counter-screen for procaspase-3 activators. recombinant procaspase-7, Ac-DEVD-pNA absorbance 405 nm; D23A/D198A/D206A triple mutant, cannot self-cleave; scale: DMSO 0, 5 µM enzyme 100. activation, % at 8.5 µM. 0.093% of 330,000 active. AID 463210;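 active = percent activation above the screen-wide mean plus 3 SD, cut at about 25% in these data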
Target sequence (P55210 whole entry D23A/D198A/D206A): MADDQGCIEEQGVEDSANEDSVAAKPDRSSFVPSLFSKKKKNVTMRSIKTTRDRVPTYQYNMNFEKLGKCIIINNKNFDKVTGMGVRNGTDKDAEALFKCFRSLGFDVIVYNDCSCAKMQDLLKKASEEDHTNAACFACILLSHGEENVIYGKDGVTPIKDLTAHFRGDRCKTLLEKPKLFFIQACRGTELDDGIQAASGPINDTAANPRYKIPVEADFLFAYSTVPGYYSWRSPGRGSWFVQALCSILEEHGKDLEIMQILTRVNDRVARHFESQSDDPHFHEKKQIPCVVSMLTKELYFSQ
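Assay system: Uncleavable procaspase-7 mutant enzyme / Input: 2 µM procaspase-7 mutant as dispensed / Dosing: single nominal 8.5 µM compound dose, 0.8% DMSO final / Timing: 1 h enzyme–compound preincubation and 2 h substrate reaction, both 25 °C / Detection: p-Nitroaniline absorbance at 405 nm, read at 0 and 120 min / Replication: singlicate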
Starred values were filed as active, the others as inactive; . = not tested or not shown.

canonical_smiles	PAFAH2 FP inh	procasp7 counter	TPT1 inh	Fh CTSL1 inh	proCasp3 act	PP1 counter	AHR act	PP5 inh	HCV core dimer
COc1ccc(S(=O)(=O)Nc2ccc(O)c3ccccc23)cc1	9	-22	2	-3	-15	1	61*	2.5	-2
CCSc1n[nH]c(=S)s1	1	-10	0	-1	-6	-1	-1	0.8	0
Clc1ccc(C2=NOC(c3nnc(-c4ccccc4)o3)C2)cc1 (stereo unspecified)	4	8	-2	-4	6	1	1	-0.5	2
Cc1ccnc(SCC(=O)N2CCc3ccccc32)n1	-11	-5	0	-1	-6	-6	14	-2.1	6
COc1ccccc1NS(=O)(=O)c1cc(NC(=O)Cn2cnc3c2c(=O)n(C)c(=O)n3C)ccc1C	-2	-4	1	-3	-5	1	4	-2.4	-7
COc1ccccc1NC(=O)C(=O)NNS(=O)(=O)c1ccc2ccccc2c1	-1	-6	-1	-2	6	-2	1	2.0	1
O=C(CCc1ccccc1)NCC1(c2ccccc2)CCCC1	4	5	4	-1	-4	0	9	1.6	3
Cn1nc(-c2ccccc2)c2nc3ccccc3nc21	3	-12	-37	-2	2	-4	45	-1.8	-5
NS(=O)(=O)c1cnccc1Nc1ccc(Cl)c(Cl)c1	6	9	1	-1	7	1	4	-0.3	-8
CCOC(=O)N1CCN(C(=O)c2ccc3c(c2)sc2nc(-c4ccccc4)cn23)CC1	-3	7	-1	-1	2	-6	3	0.2	16
NC(=O)C1CCN(C(=O)c2cc(S(=O)(=O)N3CCOCC3)ccc2Cl)CC1	-6	5	-2	-3	1	0	-1	0.3	8
Nc1ccc(C2(c3ccc(N)cc3)c3ccccc3C(=O)c3ccccc32)cc1	2	5	0	-1	2	4	0	5.0	6
OC(COC1CCCCC1)CN1CCN(c2ccccc2)CC1 (stereo unspecified)	-3	0	-2	-1	7	1	-1	2.7	-3
O=C(COC(=O)Cc1cccs1)Nc1ccccc1	0	4	3	-11	5	-3	4	-0.2	0
Cn1cc([N+](=O)[O-])c(C(=O)Nc2cc(Oc3ccccc3)cc([N+](=O)[O-])c2)n1	-2	2	-1	16	4	0	-1	0.6	-1
Cc1csc2ncnc(N3CCN(C(=O)Nc4ccc(OC(F)(F)F)cc4)CC3)c12	-12	7	-3	-3	10	3	-10	1.9	2
NS(=O)(=O)c1ccc(CCNC(=O)COC(=O)CCc2c[nH]c3ccccc23)cc1	-9	9	.	.	8	.	2	.	.
CCNC(=S)NNC(=O)c1cccnc1	-4	-1	-3	4	3	-1	-1	1.8	-10
CCCN1Cc2cccc(C(=O)N3CCN(c4ccccc4)CC3)c2C1=O	9	16	-1	2	-9	-4	2	0.4	-2
Cc1sc(N)nc1C12CC3CC(CC(C3)C1)C2	7	-27	-1	3	-4	7	0	-0.6	2
O=C(O)/C=C/c1ccc(S(=O)(=O)N(CCO)CCO)cc1	4	-5	-2	4	4	0	0	0.8	6
CCOc1ccc(Br)cc1/C=N/O	-1	1	-6	3	0	-2	-1	1.9	-4
CC(C)(C)C(=O)NC1CCN(S(=O)(=O)c2ccc(C(F)(F)F)cc2)CC1	-6	2	3	3	-2	-2	0	-0.4	-2
Cc1noc(C)c1COC(=O)c1cccc(S(=O)(=O)N2CCCCCC2)c1	-3	0	1	-2	0	-4	-1	0.9	3
CCOc1cc(NC(=S)NCCCN2CCOCC2)c(OCC)cc1NC(=O)c1ccc(OC)cc1	4	5	-1	-3	-4	1	8	4.2	5
O=C(N/N=C/c1sc(=O)[nH]c1-[n+]1ccccc1)c1ccccc1[O-]	-1	0	-12	6	0	-1	3	-0.7	-1
CCOc1cc(CNCCSc2nnnn2C)cc(Br)c1OCc1ccc(F)cc1	3	3	-3	3	5	1	6	0.3	2
O=C(COC(=O)c1n[nH]c2ccccc12)Nc1ccccc1	76*	-2	-4	-8	0	-6	3	0.3	0
COc1ccc2ccccc2c1/C=N\NC(=O)c1cccnc1	.	5	2	4	-10	-2	35	-0.7	-9
CC(=O)Nc1ccc(C(F)(F)F)cc1Cl	3	3	2	2	-2	-4	1	-1.7	0
Cc1ccc(CNC(=O)CSc2nc3n[nH]c(C)c3c(=N)n2-c2cccc(C)c2)cc1	6	4	-4	-1	3	-3	25	2.4	6
CCOc1c(Cl)cc(/C=C/C(=O)N(CC)CC(=O)Nc2ccc(NC(C)=O)cc2)cc1OC	-3	9	-1	0	-8	-2	4	0.7	-2
CC(C)NC(=O)C1CCN(C(=O)N(C)C)CC1	8	7	0	-1	3	-1	0	0.9	-2
O=C1N/C(=N\N=C\c2cccs2)SC1Cc1cccc(Cl)c1 (stereo unspecified)	1	4	0	6	15	10	32	2.4	6
CCCCc1ccc(CC(=O)Nc2cc(S(=O)(=O)N3CCOCC3)ccc2O)cc1	81*	-14	.	.	-18	-1	0	0.6	.
Oc1ccccc1-c1nnc(-c2ccc(C(F)(F)F)cc2)o1	14	-17	7	0	-22	5	52*	-5.9	6
O=C(CN1CCN(c2ccc([N+](=O)[O-])cc2)CC1)Nc1ccccn1	-1	-12	6	-3	-12	4	0	2.5	-12
O=C(CCc1ccccc1)NNC(=S)NCc1ccc(Cl)cc1	-2	10	-1	1	-3	-4	-1	-0.3	7
O=C(Nc1ccc(F)cc1)Nc1nnc(-c2ccco2)s1	-5	8	2	1	7	4	-2	-1.8	8
CCn1cc(C(=O)N2CC=C(c3ccccc3)CC2)c(=O)c2ccc(C)nc21	2	1	-1	-3	-6	2	0	2.3	2
CCN(Cc1ccccc1)S(=O)(=O)c1ccc(C(=O)Nc2nnc(-c3ccccc3OC)o2)cc1	1	8	2	2	5	30*	3	-1.9	20
O=C(CCCCCCCCN1C(=O)c2ccccc2C1=O)N1CCOCC1	.	-3	-2	-2	-4	-6	-1	3.2	-4
CC(Oc1ccccc1)C(=O)Nc1nnc(C2CCCCC2)s1 (stereo unspecified)	-1	3	1	-3	2	-2	6	1.1	15
CCOc1ccc2nc(NC(=O)CN3CCC(n4nnc5cc(F)ccc54)CC3)sc2c1	8	6	11	2	0	7	18	5.1	28
COc1ccc(NC(=O)C2CC(=O)N(c3cc(C)ccc3C)C2)cc1 (stereo unspecified)	2	10	-6	-3	0	-1	-1	1.9	-3
CCCCN(C)/C=N/c1c(C#N)cnn1-c1ccc(C)cc1	-6	2	-1	1	3	-4	1	-2.9	1
Cc1ccc(S(=O)(=O)N=Nc2c(O)[nH]c3ccccc23)cc1	4	-2	4	-6	-5	0	16	0.9	-4
CCN(C[C@H]1N[C@@](C)(C(=O)OC)[C@H]2C(=O)N(Cc3ccccc3)C(=O)[C@@H]12)C(=O)C1CCCCC1	6	3	.	.	5	.	-1	.	.
COC(=O)C(C)Sc1nc2c(c(=O)[nH]c(=O)n2C)n1CCC(C)C (stereo unspecified)	1	11	-6	2	2	0	-1	2.0	-2
Cc1cnc(C)c(N2CCC(C(=O)NC(C)c3cccs3)CC2)n1 (stereo unspecified)	2	7	-8	0	-4	2	14	-2.3	1
COc1cc(NC(=O)COc2ccccc2[N+](=O)[O-])ccc1NC(=O)c1ccco1	7	-4	-2	0	9	20*	29	-1.8	29
CNC(=O)CSc1nnc(-c2cccs2)o1	-3	2	-2	6	2	-3	13	-1.9	-5
O=C(COC(=O)/C=C/c1ccc([N+](=O)[O-])cc1)NCC1CCCO1 (stereo unspecified)	9	6	4	-1	-2	1	1	0.5	-2
COc1cccc(N2C(=NC(=O)c3ccccc3)SC3CS(=O)(=O)CC32)c1 (stereo unspecified)	1	4	-1	2	-1	-1	-1	1.0	13
CC1(C)C(=O)Nc2ccccc2N1C(=O)COC(=O)Cc1ccccc1F	-7	2	.	.	6	.	-1	.	.
CCOC(=O)C1CCN(C(=S)NC2CC3C=CC2C3)CC1 (stereo unspecified)	.	-5	-2	-1	9	0	1	0.6	-4
COc1ccc(NC(=O)C(NC(C)=O)C(=O)NCc2ccccc2Cl)cc1 (stereo unspecified)	-1	4	1	0	2	1	-3	2.8	1
COc1cc(Cn2c(-c3nonc3N)nc3ccccc32)ccc1C	-6	3	-4	3	0	1	0	-2.6	4
O=[N+]([O-])c1cc(-c2nc3nc4ccccc4nc3n2CCc2ccccc2)cc([N+](=O)[O-])c1	1	7	0	-1	-3	0	3	-2.3	-6
COc1ccc(C2N(C(=O)N(C)C)CCN2S(=O)(=O)c2ccc(OC)cc2)cc1 (stereo unspecified)	14	6	-5	0	1	-2	1	0.9	-9

A second format for 4 compounds above.
CCOc1ccc(Br)cc1/C=N/O
  PAFAH2 FP inh = -1
  procasp7 counter = 1
  TPT1 inh = -6
  Fh CTSL1 inh = 3
  proCasp3 act = 0
  PP1 counter = -2
  AHR act = -1
  PP5 inh = 1.9
  HCV core dimer = -4
CCOC(=O)N1CCN(C(=O)c2ccc3c(c2)sc2nc(-c4ccccc4)cn23)CC1
  PAFAH2 FP inh = -3
  procasp7 counter = 7
  TPT1 inh = -1
  Fh CTSL1 inh = -1
  proCasp3 act = 2
  PP1 counter = -6
  AHR act = 3
  PP5 inh = 0.2
  HCV core dimer = 16
CCOc1ccc2nc(NC(=O)CN3CCC(n4nnc5cc(F)ccc54)CC3)sc2c1
  PAFAH2 FP inh = 8
  procasp7 counter = 6
  TPT1 inh = 11
  Fh CTSL1 inh = 2
  proCasp3 act = 0
  PP1 counter = 7
  AHR act = 18
  PP5 inh = 5.1
  HCV core dimer = 28
CCOC(=O)C1CCN(C(=S)NC2CC3C=CC2C3)CC1 (stereo unspecified)
  PAFAH2 FP inh = .
  procasp7 counter = -5
  TPT1 inh = -2
  Fh CTSL1 inh = -1
  proCasp3 act = 9
  PP1 counter = 0
  AHR act = 1
  PP5 inh = 0.6
  HCV core dimer = -4

New compounds follow
canonical_smiles	PAFAH2 FP inh	procasp7 counter	TPT1 inh	Fh CTSL1 inh	proCasp3 act	PP1 counter	AHR act	PP5 inh	HCV core dimer
COc1ccc(CC(=O)N2CCN=C2SC)cc1OC	5	6	1	-3	-4	0	1	-0.4	1
S=c1nc(-c2ccccc2)n(CCCn2ccnc2)c2c1CCCC2	3	3	-6	1	5	-1	4	0.3	4
Cc1ccc(-c2nn(-c3ccccc3)cc2C(=O)NC2CCC(O)CC2)cc1 (stereo unspecified)	-2	4	.	.	10	-2	0	1.0	.
Cc1c(C#N)c2ccccc2n1CC(=O)NCc1cccnc1	-8	6	-10	-4	7	0	17	0.7	-1
CCOc1ncccc1C(=O)OCC(=O)NC1CCCCC1	79*	12	.	.	0	.	0	.	.
CCOC(=O)Cc1nn(C)c(=O)c2ccccc12	0	2	-3	3	3	-1	0	6.2	-5
O=C(NCCn1cc(SCc2ccc(F)cc2)c2ccccc21)c1c(F)cccc1F	-3	-6	3	-3	-12	1	13	6.3	3
COc1ccc(N=C2SCC(c3ccc([N+](=O)[O-])cc3)=NN2CCO)cc1	1	-13	-6	0	-11	0	-2	2.0	0
CC(/C=N\NC(=O)Cn1c(C)nc2ccccc21)=C\c1ccccc1	-10	9	0	4	-1	0	-11	2.8	1
COc1ccc(CN2CCN(C(C)C(=O)N3CCc4ccccc43)CC2)cc1OC (stereo unspecified)	2	2	-3	3	5	-1	0	0.0	-8

Source: PubChem (The Scripps Research Institute Molecular Screening Center)

Hits appear at their usual frequency; any-hit rate near 5.6%.
